TAG inh: reduces triacylglycerol accumulation in H9c2 cells. inhibition, % at 12.5 µM. Nile Red lipid (TAG) fluorescence; cells loaded with 200 µM oleic acid. AID 651582. 230,000 compounds, 0.66% hits;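 active means pattern-corrected inhibition of lipid staining of at least 50% with the nuclear-stain viability signal not falling by more than 50%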;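 further: 0% = DMSO wells and 100% = triacsin C control wells; some results filed as inactive read as strong as hits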
TAG inh DAPI viability: second read-out of TAG inh, no call of its own (marks repeat the call); DAPI nuclei signal change (viability), lower = more cytotoxic, %;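 whole-well DAPI fluorescence read on a plate reader as a viability signal; minus 50 percent equals half of cells still viable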
Active calls of the source: *. These rows are one share of the data, so the mix of outcomes need not match the whole.

Sample of the layout:
SMILES	TAG inh	TAG inh DAPI viability
O=C(COC(=O)CCN1C(=O)C2CC=CCC2C1=O)Nc1ccc([N+](=O)[O-])cc1 (configuration not stated)	-5.2	0.9
COc1ccccc1Nc1nc(-c2ccc([N+](=O)[O-])cc2)nc2ccccc12	24.4	-10.0
NC(=S)c1cc2ccc(O)cc2oc1=O	3.7	9.3
COc1nc(N2CCCC2)nc(-n2nnc(C(C)=O)c2C)n1	4.1	0.4
CO[C@@H]1[C@@H](OC(N)=O)[C@@H](O)C(Oc2ccc3c(O)c(NC(=O)c4ccc(O)c(CC=C(C)C)c4)c(=O)oc3c2C)OC1(C)C (some centres not stated)	-2.7	4.9
Cc1cccc(-n2ncc3c2CCCC3NC(=O)Cc2c(C)noc2C)c1C (configuration not stated)	-3.3	-9.9

The list itself, repeating the preview:
SMILES	TAG inh	TAG inh DAPI viability
O=C(COC(=O)CCN1C(=O)C2CC=CCC2C1=O)Nc1ccc([N+](=O)[O-])cc1 (configuration not stated)	-5.2	0.9
COc1ccccc1Nc1nc(-c2ccc([N+](=O)[O-])cc2)nc2ccccc12	24.4	-10.0
NC(=S)c1cc2ccc(O)cc2oc1=O	3.7	9.3
COc1nc(N2CCCC2)nc(-n2nnc(C(C)=O)c2C)n1	4.1	0.4
CO[C@@H]1[C@@H](OC(N)=O)[C@@H](O)C(Oc2ccc3c(O)c(NC(=O)c4ccc(O)c(CC=C(C)C)c4)c(=O)oc3c2C)OC1(C)C (some centres not stated)	-2.7	4.9
Cc1cccc(-n2ncc3c2CCCC3NC(=O)Cc2c(C)noc2C)c1C (configuration not stated)	-3.3	-9.9
Brc1ccc(Br)c2cnccc12	-12.1	6.9
CC1(C)N=C(N)N=C(N)N1c1cc(Cl)ccc1Cl	-0.3	5.1
CC(NCC(=O)Nc1ccccc1C(=O)NC1CC1)c1ccc(Cl)cc1 (configuration not stated)	-5.6	-2.3
CCOc1ccc(N2CCc3c(C)nc(SC)nc32)cc1	-9.2	9.0
O=S(=O)(c1cccc(Br)c1)N1CCN(c2ccnc3cc(Cl)ccc23)CC1	-3.1	7.2
CC(=O)Nc1nc(CC(C)C)cc(-c2ccccc2)c1C#N	-4.2	-0.3
Cc1ccc(C)c(OC(=O)c2ccncc2)c1	-13.0	-0.8
O=C(O)c1c2c(nc3ccc(S(=O)(=O)N4CCC(C(=O)NCc5ccccc5)CC4)cc13)CCCC2	-0.3	7.3
O=S(=O)(c1ccc2nnn(OCc3ccccc3)c2c1)N1CCOCC1	6.9	-4.3
CCCOc1ccc(C2C(C#N)=C(N)Oc3nc[nH]c(=O)c32)cc1OC (configuration not stated)	20.5	-25.4
NC(=O)C1CCN(c2ccnc3cc(Cl)ccc23)CC1	0.6	-6.2
CC(C)CNS(=O)(=O)c1cc(C(=O)O)c(Cl)cc1Cl	5.9	-4.3
CCCCOc1[nH]c2nc(-c3ccco3)n(Cc3ccco3)c(=N)c2c1C#N	2.0	0.0
CCn1cc(C(=O)NC2CCCC2)c(=O)c2cc(S(=O)(=O)N3CCOCC3)ccc21	8.3	3.3
CCN(CC)CCOC(=O)c1ccc(N/C=C(/C#N)c2nc(-c3cccc(OC)c3)cs2)cc1	23.6	-10.0
COc1ccccc1N1CCN(C2CCCN(C(=O)CN3CCCC3=O)C2)CC1 (configuration not stated)	4.9	0.2
COc1cccc(OCC(=O)Nc2c3c(nn2-c2ccc(F)cc2)CS(=O)(=O)C3)c1	11.3	-7.1
O=C(NCCS(=O)(=O)NCc1ccc(F)cc1)c1ccc2c(c1)OCO2	3.8	1.5
COCCCNC(=O)c1c[nH]c2ccc(S(=O)(=O)N3CCc4ccccc43)cc2c1=O	1.2	-7.7

No new results follow: an excerpt of the list.
SMILES	TAG inh	TAG inh DAPI viability
O=C(COC(=O)CCN1C(=O)C2CC=CCC2C1=O)Nc1ccc([N+](=O)[O-])cc1 (configuration not stated)	-5.2	0.9
COc1ccccc1Nc1nc(-c2ccc([N+](=O)[O-])cc2)nc2ccccc12	24.4	-10.0
NC(=S)c1cc2ccc(O)cc2oc1=O	3.7	9.3

Next part:
SMILES	TAG inh	TAG inh DAPI viability
C=CCN1C=C2C(=O)C(C)(OC(=O)CC)C(=O)C=C2C=C1CCCC (configuration not stated)	-10.6	7.2
COc1ccc(-c2nn(-c3ccccc3)cc2C(N)=O)cc1OC	6.5	-3.2
Nc1cccc(Oc2c(F)c(F)c(Oc3cccc(N)c3)c(F)c2F)c1	-6.5	-7.0
O=C(COc1ccccc1Cl)Nc1nnc(S(=O)(=O)N2CCCCCC2)s1	2.3	4.7
CC(C)c1ccc(NC(=O)C(c2ccccc2)N2CC(=O)Nc3ccccc32)cc1 (configuration not stated)	-10.1	3.6
CCCCN1C(=O)N(C)C2C1N(C)C(=O)N2CCCC (configuration not stated)	-27.5	3.3
COc1cccc(-c2ccc(SCC(=O)NC3CCCCC3)nn2)c1	-3.3	0.4
CCc1cccc(CC)c1NC(=O)c1cccc(S(=O)(=O)N2CCN(C)CC2)c1	19.4	1.3
CCOC(=O)c1c(-c2ccc(C)s2)csc1N	-5.5	-0.2
O=c1c2cc(Br)ccc2nc(-c2ccc([N+](=O)[O-])cc2)n1O	9.0	-7.1
Cc1cccc(OCC(=O)Nc2cccc(C(=O)Nc3ccccc3C(=O)O)c2)c1	1.7	-4.7
CCOC(=O)C(Cc1c[nH]c2ccccc12)NC(=O)c1ccco1 (configuration not stated)	-10.3	-5.7
COc1ccc(C(=O)N/N=C(\c2ccccc2)c2ccccn2)cc1	6.1	-16.9
Cc1cc2nc(CN(C)Cc3c(C(=O)N(C)C)nc4ccc(Cl)cn34)[nH]c2cc1C	-5.6	13.4
O=C(NC1CC1)C1=C[C@@H](c2csc3ccccc23)C[C@@H](OCc2ccc(CO)cc2)O1	-63.7	0.3
CC(C)CC[C@@H](O)[C@](C)(O)C1CC[C@@]2(O)C3=CC(=O)[C@@H]4C[C@@H](O)[C@@H](O)C[C@]4(C)C3CC[C@]12C (some centres not stated)	-7.0	6.5
CC(=O)C1=C(C)N(c2ccccc2)C(=O)C1(NS(=O)(=O)c1ccc(N)cc1)C(F)(F)F (configuration not stated)	-8.5	4.8
CCOc1ccc(NC(=O)CN2C(=O)NC(CCc3ccccc3)C2=O)cc1OCC (configuration not stated)	11.6	6.1
O=C(Nc1cccc(S(=O)(=O)N2CCCC2)c1)c1ccc2ccccc2n1	-26.4	-2.4
CCC1(c2ccccc2)NC(=O)N(CC(=O)N2CCc3ccccc32)C1=O (configuration not stated)	11.4	-4.6
Cc1ccnc(NC(=O)Cn2c(=O)oc3cc(S(=O)(=O)N4CCCC4)ccc32)c1	4.6	0.2
COc1ccc([N+](=O)[O-])cc1N(CC(=O)N1CCCCC1)S(C)(=O)=O	5.5	-1.3
CN(CCN1CCOCC1)Cc1nc(-c2cccs2)no1	-4.9	4.1
CCCc1cc(=O)oc2cc(OCC(=O)Nc3ccc4c(c3)OCCO4)ccc12	0.0	3.6
O=C(Nc1ccccn1)c1cccc(S(=O)(=O)N2CCOCC2)c1	0.5	1.3

Three of these compounds, set out differently.
Screens in order – TAG inh, TAG inh DAPI viability
> O=C(NC1CC1)C1=C[C@@H](c2csc3ccccc23)C[C@@H](OCc2ccc(CO)cc2)O1
→ -63.7, 0.3
> CC(C)CC[C@@H](O)[C@](C)(O)C1CC[C@@]2(O)C3=CC(=O)[C@@H]4C[C@@H](O)[C@@H](O)C[C@]4(C)C3CC[C@]12C (some centres not stated)
→ -7.0, 6.5
> CC(=O)C1=C(C)N(c2ccccc2)C(=O)C1(NS(=O)(=O)c1ccc(N)cc1)C(F)(F)F (configuration not stated)
→ -8.5, 4.8

Additional records:
SMILES	TAG inh	TAG inh DAPI viability
COc1ccc(NC(=O)CN(C)C(=O)CCCNC(=O)c2ccc(Cl)cc2)cc1	-7.2	-5.4
COc1ccc(Nc2nnc(-c3ccc(C(N)=O)cc3)c3ccccc23)cc1	-14.3	-2.4
O=C(c1ccc2c(c1)OCCO2)N1CCN(Cc2ccccc2)CC1	8.7	-1.7
O=C(O)COc1ccccc1/C=N/Nc1ccc(S(=O)(=O)Nc2ccc(Cl)cc2)cc1[N+](=O)[O-]	-0.1	1.1
Cc1ccc(F)c(Oc2cc(NN3CCCCC3)c([N+](=O)[O-])cc2[N+](=O)[O-])c1	50.5*	-28.1*
COc1ccc2nc(Nc3nc(CSc4nnnn4-c4ccccc4)cc(=O)[nH]3)nc(C)c2c1	15.1	1.2
O=C(NCc1ccccc1)C1COc2ccccc2O1 (configuration not stated)	-0.3	-4.8
CCc1nnc(NC(=O)CSc2nnc(C)n2CC2CCCO2)s1 (configuration not stated)	5.1	3.8
Cc1ccc(Oc2ccc(Cl)cc2NC(=O)c2cnccn2)cc1	-4.2	8.5
COc1cccc(C(=O)c2c[nH]c(C(=O)NCc3ccco3)c2)c1	-1.5	-0.9
COc1ccccc1C(=O)N/C(=N/c1nc(C)cc(C)n1)Nc1ccccc1	10.0	-2.1
Cn1cnc2cc(NS(=O)(=O)c3ccc(Br)cc3)ccc21	2.3	7.7
Cc1ccc(COCC(CC(C)C)N2CCN(C(=O)c3cccc(C(F)(F)F)c3)CCC2=O)cc1 (configuration not stated)	-4.7	-8.7
O=C(Nc1cc(Cl)ccc1-n1cncn1)c1ccc([N+](=O)[O-])s1	26.2	-30.1
O=C(C1=NN[C@@H]2C(=O)N(c3cccc(F)c3)C(=O)[C@H]12)C(c1ccccc1)c1ccccc1	16.5	6.6
CCOC(=O)C(C)Sc1ncc(-c2ccccc2)cn1 (configuration not stated)	-8.0	0.4
CCCN(CCC)S(=O)(=O)c1ccc(C(=O)NCc2ccc3c(c2)OCO3)cc1	2.5	-5.7
CCCCN(CC)C(=O)C1CCC(=O)N(c2ccc(OC)cc2)C1c1ccc(OC)c(OC)c1 (configuration not stated)	4.9	0.1
O=C(NNC(=S)Nc1ccccc1C(F)(F)F)c1ccc(Br)o1	6.5	2.5
Cc1ccc(SCc2cn3cccnc3n2)cc1	12.0	1.3
O=C(CSc1nc(-c2ccccc2)cc(=O)[nH]1)Nc1ccccn1	-8.3	6.6
Cc1ccc(S(=O)(=O)N2CCN(C(=O)COC(=O)c3ncc(Cl)c(Cl)c3Cl)CC2)c(C)c1	6.2	3.9
CC(C)CNS(=O)(=O)c1cc(C(=O)OCC(=O)c2ccc3c(c2)OCCO3)c(Cl)cc1Cl	0.7	2.8
CC(C)NC(=O)c1c(O)c2cccc3c2n(c1=O)CCC3	-7.3	-1.2
Cc1ccnc(OC(C(=O)O)C(OCCc2ccccc2)(c2ccccc2)c2ccccc2)n1 (configuration not stated)	0.1	-7.8

New compounds follow.
SMILES	TAG inh	TAG inh DAPI viability
COc1ccc(S(=O)(=O)N(C)c2ccc(C(=O)NCc3ccco3)cc2)cc1	-0.9	-0.6
Cc1sc2nc(CSCC(=O)N(CCC#N)c3ccccc3)[nH]c(=O)c2c1C	15.1	-1.8
CN1/C(=C/C=N/NC(=O)c2ccc([N+](=O)[O-])cc2)C(C)(C)c2ccccc21	8.5	-2.0
CC1(C(=O)Nc2ccc3nc[nH]c3c2)CCN1C(=O)C1(c2ccccc2)CC1 (configuration not stated)	-7.1	-0.8
CC(NCC(=O)Nc1ccccc1C(=O)NC1CC1)c1ccccc1Cl (configuration not stated)	21.8	-8.3
Cn1c(OCc2cccnc2)nc2c1c(=O)n(Cc1ccc(F)cc1)c(=O)n2C	-7.6	-1.7
Cc1nc(N)ncc1C(=O)Nc1ccccc1	-0.5	7.7
CC1CCC2(CC1)NC(=O)N(CC(=O)Nc1ccc3c(c1)OCCO3)C2=O (configuration not stated)	-7.9	13.5
COc1ccc(C(c2nnnn2C2CCCC2)N2CCC(C)CC2)cc1 (configuration not stated)	-2.7	-6.9
COCCN(C(=O)CCc1ccc(OC)cc1)c1nnc(-c2ccncc2)s1	-13.5	6.1
Cc1nc2ccccc2c(=O)n1NC(=O)c1ccc([N+](=O)[O-])cc1	-0.6	-4.5
O=C(COC(=O)/C=C/c1cccc(F)c1)NC1CCCCCC1	5.5	2.4
Cc1ccc(C)c(S(=O)(=O)N2CCC(c3nc4c(nnn4Cc4ccc(F)cc4)c(=O)[nH]3)CC2)c1	-30.3	14.4
CCC(C)[C@H](NC(=O)NCc1ccc(OC)c(OC)c1)C(=O)O (some centres not stated)	-2.7	6.1
COc1ccc(NC(=O)C2Cc3c(-c4cccc(C(N)=O)c4)ccnc3O2)cn1 (configuration not stated)	2.2	-11.5
Cc1cc(C)nc(N2CCC(CNC(=O)CCc3ccccc3)CC2)n1	-11.6	4.7
CCN(CC(=O)NCc1cccs1)CC(=O)Nc1cccc(S(N)(=O)=O)c1	3.9	-2.1

Full records from above:
Profile of `CCC(C)[C@H](NC(=O)NCc1ccc(OC)c(OC)c1)C(=O)O` (some centres not stated) : TAG inh: -2.7; TAG inh DAPI viability: 6.1
Profile of `Cn1c(OCc2cccnc2)nc2c1c(=O)n(Cc1ccc(F)cc1)c(=O)n2C` : TAG inh: -7.6; TAG inh DAPI viability: -1.7
